# INS-1E GSIS act: primary screen for activators of insulin secretion dependent on glucose, INS-1E cells, GLuc reporter luminescence | INS-1E GLuc reporter insulin secretion, 2-3 h | activation, % at 16.6 µM | hit rate 0.61% among 370,000;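 active = lowest replicate activation of at least 40%, so every replicate reaches that level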;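 note: 0% = median of neutral control wells and 100% = median of IBMX positive control wells; some compounds called inactive have numbers as strong as hits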
# F508del corr: CFTR F508del correction in bronchial cells | hit rate 0.36% among 350,000 | activity (quench increase), % at 7.58 µM | AID 720511 | CFBE cells, YFP halide quenching; stimulated with forskolin plus potentiator P3; % fluorescence drop versus neutral controls;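 active = mean added fluorescence quench of at least 8% versus neutral control, with both replicates also reaching 8%; inconclusive = only one of the mean or replicate conditions met; inactive = mean below 8% and not both replicates reaching 8%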;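 note: cells transiently co-express mutant CFTR-F508del with the halide-sensitive YFP; corrector assay measuring rescue of mutant channel to the surface after 24 h compound exposure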
# RAD52 inh: inhibitors of human RAD52 DNA annealing; hit rate 0.46% among 360,000; recombinant RAD52 DNA annealing, FRET fluorescence; inhibition, % at 18.7 µM; P43351; AID 651710;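 active = every replicate showing at least 50% inhibition; inconclusive = mean inhibition at least 50% but not in every replicate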
# XiGFP reactiv: reactivates the inactive X chromosome in mouse fibroblasts. XiGFP mouse fibroblasts, % GFP-positive cells imaging, 3 d; cells co-treated with 5-aza-dC sensitizer; scaled so ellipticine positive control = 100%. hit rate 0.055% among 360,000. activation, % at 7.58 µM;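 active = mean normalized replicate activation at least 10% and every replicate at or above 10%; inconclusive = only one of the two criteria met; inactive = mean below 10% and not all replicates reach 10%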;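 note: 0% = median of on-plate neutral control wells and 100% = ellipticine 6 µM median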
#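 System: SV40-immortalized XiGFP fibroblast cells, line 68-5-11 / Incubation: 3-day compound exposure, then 15 min fixation at room temperature / Compound: single concentration per compound, delivered by pin transfer / Buffer or medium: DMEM plus 5-aza-dC sensitizer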
# Casp6 inh: caspase-6 (human) enzyme inhibition. hit rate 0.53% among 350,000. inhibition, % at 12.5 µM. P55212. purified caspase-6, Z-VEID-R110 cleavage fluorescence;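 active = mean inhibition across replicates at least about 35%, with every replicate also reaching that limit, limit read from the data; inconclusive = only one of the two criteria met; inactive = neither criterion met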;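 note: 0% = median of neutral control wells and 100% = no fluorescence left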
# Target sequence (P55212 24-179 limits assumed): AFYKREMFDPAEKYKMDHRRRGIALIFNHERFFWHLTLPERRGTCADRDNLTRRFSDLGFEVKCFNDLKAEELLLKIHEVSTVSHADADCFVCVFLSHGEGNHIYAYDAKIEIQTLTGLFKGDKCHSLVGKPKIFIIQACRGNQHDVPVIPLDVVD
# Target sequence (P55212 194-293 limits assumed): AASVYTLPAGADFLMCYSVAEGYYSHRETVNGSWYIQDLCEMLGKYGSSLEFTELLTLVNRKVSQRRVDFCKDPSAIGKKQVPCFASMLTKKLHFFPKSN
# DENV2 CPE rescue: protects cells from dengue virus 2 cytopathic effect. DENV2-infected cells, cytopathic effect rescue, plate reader. CPE inhibition, % at 9.99 µM. hit rate 1.7% among 350,000. AID 651640; in the data active = CPE inhibition above about 20%, passing the limit was not always enough; inconclusive = no clear call, values can overlap the other calls; tested in BHK-21 cells;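 note: 0% = median of neutral control wells and 100% = median of positive control wells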
# RAD54 branch: RAD54 (human) branch migration inhibition. Q92698. RAD54 Holliday junction branch migration, FAM/BHQ fluorescence. inhibition, % at 10.4 µM. hit rate 0.14% among 360,000. AID 602329;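 active = mean normalized replicate activity at least 40 and at least half of replicates scoring 40 or more; inconclusive = only one of the two criteria met; inactive = mean below 40 and under half of replicates reaching 40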;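 note: 0% = median of neutral control wells and 100% = median of positive control wells; inhibitors cause a drop in the FAM fluorescence signal; in these data hits start at about 50%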
# Target sequence (Q92698 whole entry, looked up): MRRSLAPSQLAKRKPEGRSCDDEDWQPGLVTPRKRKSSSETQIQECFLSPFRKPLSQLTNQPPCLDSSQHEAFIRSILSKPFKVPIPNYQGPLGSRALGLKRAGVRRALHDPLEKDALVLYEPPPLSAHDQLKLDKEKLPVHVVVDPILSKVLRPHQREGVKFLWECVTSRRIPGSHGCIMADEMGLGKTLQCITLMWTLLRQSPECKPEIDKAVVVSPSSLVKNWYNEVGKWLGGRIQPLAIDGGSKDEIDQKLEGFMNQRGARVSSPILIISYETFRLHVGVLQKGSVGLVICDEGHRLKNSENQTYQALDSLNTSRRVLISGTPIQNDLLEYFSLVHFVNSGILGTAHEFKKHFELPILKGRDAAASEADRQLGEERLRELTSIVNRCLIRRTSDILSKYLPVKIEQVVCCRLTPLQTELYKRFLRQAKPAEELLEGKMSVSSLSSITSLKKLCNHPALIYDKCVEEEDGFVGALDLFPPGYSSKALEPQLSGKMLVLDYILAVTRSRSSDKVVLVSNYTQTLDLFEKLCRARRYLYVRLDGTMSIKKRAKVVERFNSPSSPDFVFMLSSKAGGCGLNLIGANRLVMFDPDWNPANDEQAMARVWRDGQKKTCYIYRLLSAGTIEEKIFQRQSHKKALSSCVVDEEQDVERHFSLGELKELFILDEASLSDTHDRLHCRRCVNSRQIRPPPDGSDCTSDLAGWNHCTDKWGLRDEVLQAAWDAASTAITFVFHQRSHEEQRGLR
# E-sel inducer: induces E-selectin expression in human endothelial cells. P16581. HUVEC E-selectin immunofluorescence imaging; normalized: neutral wells 0, TNF-alpha wells 100. activation, % at 7.58 µM. hit rate 0.37% among 260,000. AID 686992;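 active = mean E-selectin-positive cell signal at least 10% of the positive control, reached in at least 60% of replicates, without over 20% cell loss; inconclusive = no rule given, readout overlaps actives, possibly toxicity-flagged; inactive = the rest, including those meeting only one limit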;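 note: in these data hits start at about 27%; measured in HUVEC primary endothelial cells; signal is the percent of cells scored E-selectin positive by PE staining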
#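 Test system: HUVEC | Signal: Immunofluorescence imaging | Read-out: Percent E-selectin-positive cells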
# Numbers without * were called inactive; u = inconclusive; x = not tested or not shown. Not a hit list; 3.7% or so of the library scored in one or more.
compound,INS-1E GSIS act,F508del corr,RAD52 inh,XiGFP reactiv,Casp6 inh,DENV2 CPE rescue,RAD54 branch,E-sel inducer
C[C@@H]1CN([C@H](C)CO)C(=O)c2cccc(NC(=O)C3CC3)c2O[C@H]1CN(C)CC1CCCCC1,1,1.8,1,-0.6,0,75*,5,0.3
C[C@H](CO)N1C[C@H](C)[C@H](CN(C)S(=O)(=O)c2cn(C)cn2)Oc2ncc(-c3ccc(F)cc3)cc2C1=O,23,-2.1,-7,-0.9,0,-11,x,-0.5
O=c1c2cc3ccccc3nc2ncn1CCc1ccc(Cl)cc1,7,-0.6,-53,0.3,-1,2,x,0.1
Cc1ccc(NC(=S)NCCSc2ccc(Cl)cc2)c(C)c1,-27,x,7,0.9,0,-2,x,-2.4
CCCNC(=O)[C@@H]1[C@@H](CO)[C@@H]2Cn3c(ccc(-c4ccccc4)c3=O)[C@@H]2N1CC1CC1,-2,1.8,-6,0.3,54*,u,4,1.5
CO[C@H]1CN(C)C(=O)c2cc(NC(=O)c3cc(C)on3)ccc2OC[C@@H](C)N(C(C)=O)C[C@@H]1C,-3,0.8,1,0.3,-2,-2,-4,-0.1
CS(=O)(=O)c1ccc(C(=O)OCC(=O)NC(=O)C2COc3ccccc3O2)cc1[N+](=O)[O-] (centres undefined),106*,-1.7,-2,-0.2,6,-3,-7,x
CCc1ccc(CCN2C(=O)c3ccccc3C2=O)nc1,35,-2.9,-12,0.9,1,-2,-6,0.0
Cc1cnc(C(=O)OC(C(=O)c2ccccc2)c2ccccc2)cn1 (centres undefined),-2,-0.7,-12,0.3,1,u,3,-1.1
CO[C@@H]1CN(C)C(=O)c2ccc(NS(=O)(=O)CC(F)(F)F)cc2OC[C@H](C)NC[C@@H]1C,-10,1.3,-83,0.2,x,4,-4,0.0
CC(C)CC#Cc1ccc([C@H]2[C@H](CO)N3CCCCN(C(=O)c4ccc5c(c4)OCO5)C[C@@H]23)cc1,-20,-4.0,0,-0.1,-1,6,-5,-0.5
CC1CCc2sc(C(=O)Nc3ccc(C(N)=O)cc3)cc2C1 (centres undefined),x,-0.4,-39,-0.2,0,4,-3,x
O=C(CNC(=O)c1cccc(OC(F)F)c1)Nc1ccc(Cl)cc1,2,0.6,-7,0.0,0,-5,x,0.0
O=C(N[C@@H](Cc1ccccc1)C(=O)O)c1ccc(C(F)(F)F)cc1,x,-0.1,-3,0.0,3,-7,-4,-0.2
Cc1cc(F)c(F)c(C(=O)N2CCC(C)CC2)c1Cl,0,0.1,-8,0.0,-1,0,x,x
Cc1cccc2cc(/C=N/NC(=O)c3ccncc3)c(Cl)nc12,8,-1.9,-11,0.2,-2,0,-4,0.6
Cc1nc(CN(C)C(=O)C2CCC(=O)N(CCc3cccc(F)c3)C2)cs1 (centres undefined),-3,-2.9,-33,0.5,0,0,4,-1.4
CN(C)S(=O)(=O)Nc1ccc2c(c1)OCO2,5,-0.8,-6,x,1,4,x,x
CCCC(=O)N1CC2(CN(C(=O)C3CC3)C2)c2c(n(C)c3cc(OC)ccc23)[C@H]1CO,-5,-4.2,7,0.1,-1,12,x,0.0
CCOc1ccc(NC(=O)CSc2nc(C3CC3)nc3ccccc23)cc1,3,-1.0,-2,0.0,-2,3,2,3.5
CCCCCN(C(=O)CCC(=O)OC(C)C(=O)c1ccc(Cl)cc1)c1c(N)n(CCCC)c(=O)[nH]c1=O (centres undefined),-49,-0.9,-8,0.4,1,-5,x,-0.1
CCc1ccc2c(c1)cc(CN(Cc1ccco1)C(C)=O)c1nnnn12,52*,5.4,-16,0.2,0,-7,x,x
CC(=O)C1=C(O)C(=O)N(CCc2c[nH]c3ccccc23)C1c1ccccc1 (centres undefined),-14,-1.3,-17,0.2,5,-2,x,x
Cc1cc(=O)cc(C)n1-c1ccc2c(c1)nc(C)n2-c1ccccc1,0,1.7,-11,x,1,6,-3,x
C[C@H](CO)N1C[C@H](C)[C@@H](CN(C)Cc2ccncc2)Oc2ccc(NC(=O)C3CC3)cc2CC1=O,3,0.8,0,-0.4,-2,-7,-11,0.2

# The closing 7 records of the part above open the next one:
compound,INS-1E GSIS act,F508del corr,RAD52 inh,XiGFP reactiv,Casp6 inh,DENV2 CPE rescue,RAD54 branch,E-sel inducer
CCCC(=O)N1CC2(CN(C(=O)C3CC3)C2)c2c(n(C)c3cc(OC)ccc23)[C@H]1CO,-5,-4.2,7,0.1,-1,12,x,0.0
CCOc1ccc(NC(=O)CSc2nc(C3CC3)nc3ccccc23)cc1,3,-1.0,-2,0.0,-2,3,2,3.5
CCCCCN(C(=O)CCC(=O)OC(C)C(=O)c1ccc(Cl)cc1)c1c(N)n(CCCC)c(=O)[nH]c1=O (centres undefined),-49,-0.9,-8,0.4,1,-5,x,-0.1
CCc1ccc2c(c1)cc(CN(Cc1ccco1)C(C)=O)c1nnnn12,52*,5.4,-16,0.2,0,-7,x,x
CC(=O)C1=C(O)C(=O)N(CCc2c[nH]c3ccccc23)C1c1ccccc1 (centres undefined),-14,-1.3,-17,0.2,5,-2,x,x
Cc1cc(=O)cc(C)n1-c1ccc2c(c1)nc(C)n2-c1ccccc1,0,1.7,-11,x,1,6,-3,x
C[C@H](CO)N1C[C@H](C)[C@@H](CN(C)Cc2ccncc2)Oc2ccc(NC(=O)C3CC3)cc2CC1=O,3,0.8,0,-0.4,-2,-7,-11,0.2
Cc1sc2nc(CN3CCCC3)nc(N3CCN(C(=O)c4ccco4)CC3)c2c1C,-6,1.1,25,0.0,-5,x,x,x
Cc1csc(C(=O)O)c1NC(=O)c1c(Cl)cccc1Cl,-2,5.8,-1,0.1,-3,-2,-7,0.1
Cc1ccc(COc2ccccc2-c2cc(C(=O)N/N=C/c3cccnc3)[nH]n2)cc1,8,9.7*,-9,0.0,-2,-4,x,0.7
CC(C)C(=O)O/N=C(\N)c1ccc(Oc2ccc(Cl)cc2)c([N+](=O)[O-])c1,17,-2.0,-8,-0.1,2,-3,x,x
CCOc1ccc(CN(C(=O)c2ccccn2)c2ccc(OC)c(Cl)c2)cc1,-14,0.4,-19,0.0,-3,-1,-12,x
CCOC(=O)Cc1[nH]nc2c1C(Cc1ccccc1)C(C#N)=C(N)O2 (centres undefined),x,-0.1,-35,0.0,7,9,-5,-0.2
CCOC(=O)c1cc[nH]c1CC(=O)NC,-2,0.3,-7,0.0,7,10,-2,-0.1
CCCCC(=O)OCc1nc2ccccc2s1,0,-3.0,1,0.0,-5,u,-3,-0.1
COc1cccc(-c2nc(CS(=O)(=O)CC(=O)Nc3cc(F)ccc3F)c(C)o2)c1,-17,1.7,-10,0.3,3,-1,3,x
O=C(NCCC(=O)N1CCCCCCC1)c1ccc(Br)cc1,-8,-2.4,-8,0.4,-133,1,-4,x
CSc1nc(N)n2nc(-c3ccc(Cl)cc3)cc2n1,x,-0.2,0,0.0,-3,3,-3,x
Cc1cc(C)n(-c2cccc(CN3CCC(CO)(Cc4ccccc4)CC3)c2)n1,-13,4.2,-1,0.0,0,-7,x,1.8
CC(C)NC(=O)N(C)C[C@H]1OCCCC[C@@H](C)Oc2ccc(NS(=O)(=O)c3cn(C)cn3)cc2C(=O)N([C@H](C)CO)C[C@@H]1C,17,-0.2,-11,0.0,-1,7,x,x
O=C(COC(=O)CC1CC2CCC1C2)NCc1ccc(F)cc1 (centres undefined),-26,5.6,-13,0.2,0,8,x,0.3
COCC(=O)N(C)C[C@H]1Oc2cc(-c3cncnc3)ccc2S(=O)(=O)N([C@H](C)CO)C[C@@H]1C,11,1.5,-4,0.7,-2,17,4,-0.2
COc1cccc2cc(C(=O)NCc3ccc(F)cc3)c(=N)oc12,42,1.7,-12,0.4,0,u,-2,0.0
CC1=C(C(=O)OCc2ccccc2)N2C(=O)[C@@H](NC(=O)COc3ccccc3)[C@H]2SC1,-11,4.1,0,0.2,-1,2,-7,x
CC(C)(C)NC(=O)C1C(c2ccccc2)=Nc2ccccc2N1C(=O)c1ccc(C(F)(F)F)cc1 (centres undefined),-13,2.1,-1,0.4,2,2,x,0.0
COc1ccc(S(=O)(=O)Nc2cccc3c2O[C@@H](CN(C)Cc2ccccc2)[C@@H](C)CN([C@@H](C)CO)C3=O)cc1,13,0.5,-2,-1.6,-2,13,-1,x
CCCCCCN1C[C@@H](n2cc(COC(=O)c3ccccc3)nn2)[C@H](O)C[C@@H]1c1ccc(OC)cc1,-16,0.3,-13,0.0,2,-3,-7,-1.2
Cc1ccnc(NC(=O)CCCOc2ccccc2)c1,11,x,3,0.2,-3,-2,x,x
CCOC(=O)N1CCC(N2CCN(Cc3ccc(C)o3)C(CCO)C2)CC1 (centres undefined),-11,-1.8,-13,0.7,1,0,-7,x
COc1ccc(-c2nnc(C)c3nocc23)cc1,13,-0.5,-16,0.0,1,1,x,0.2
COC(=O)c1sc2nc(C)nc(SCC(=O)N3CCC(C(=O)O)CC3)c2c1C,25,1.8,1,-0.2,10,u,x,0.9
CCOC(=O)C1CCN(C(=O)COC(=O)c2oc3ccccc3c2C)CC1,24,2.5,2,0.2,-2,u,0,-0.4
CC(C)(C)NC(=O)Cn1c(SCC(=O)NC2CCCC2)nc2ccccc21,8,-0.9,-12,0.3,1,-2,-7,-0.1
O=C(C[C@H]1CC[C@H](NC(=O)c2cccnc2)[C@H](CO)O1)NCc1ccncn1,-4,-1.6,-1,-0.4,3,-3,6,-0.5

# In the list so far, 2 have a nitro group on carbon.
compound,INS-1E GSIS act,F508del corr,RAD52 inh,XiGFP reactiv,Casp6 inh,DENV2 CPE rescue,RAD54 branch,E-sel inducer
CS(=O)(=O)c1ccc(C(=O)OCC(=O)NC(=O)C2COc3ccccc3O2)cc1[N+](=O)[O-] (centres undefined),106*,-1.7,-2,-0.2,6,-3,-7,x
CC(C)C(=O)O/N=C(\N)c1ccc(Oc2ccc(Cl)cc2)c([N+](=O)[O-])c1,17,-2.0,-8,-0.1,2,-3,x,x

# Screens from PubChem BioAssay.
